Compound activity as filed in PubChem.
HCMV antiviral – inhibitors of human cytomegalovirus. HFF cells, HCMV-luciferase reporter, 72 h; active compounds read low. AID 1259415. 4.5% of 410,000 active. activity change, negative = inhibition, % at 57.5 µM; in the data active means activity change below about -60%; inconclusive means no clear call, values can overlap the other calls; inactive means above about -39%
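Two-dose cell screen: HFF monolayers treated with compounds and infected with luciferase-expressing HCMV at 1 PFU/cell, 72 h at 37C, then lysed for luciferase measurement.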
AMA1-RON2 inh – disrupts binding of P. falciparum AMA1 to RON2; AlphaScreen AMA1-biotinylated RON2 peptide binding; Potency, µM (titrated, usually from 58.2 µM), for the others: at the top dose activity change, negative = inhibition, actives largely listed as inhibitors; 0.2% of 360,000 active;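 further: potency means the concentration at half of the fitted maximal effect; 0% = vehicle wells and -100% = peptide control; nearly all actives have a fitted effect of over 45% in size; some results filed as inactive show a strong effect at the top dose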
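AMA1 (3D7) with his tag at 25 nM final met compounds first, then biotinylated RON2 peptide at 25 nM; detection used donor plus acceptor beads, 10 µg/mL apiece, read by AlphaScreen after 30 min at room temperature.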
Sm TGR block – S. mansoni TGR enzyme inhibition | purified TGR, DTNB reduction, TNB absorbance 405 nm | Potency, µM (series often up to 114 µM), inactives show top-dose activity change, negative = inhibition, hits mostly inhibitors | 3% of 360,000 active; further: potency means the concentration at half of the fitted maximal effect; nearly all actives have a fitted effect of over 60% in size
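First, TGR (20 nM dispensed) and NADPH were mixed with compound. Second, a 15 min room-temperature incubation followed. Third, further NADPH and then DTNB were added to start the reaction. Finally, TNB absorbance was monitored kinetically.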
HCV inhibitor – blocks hepatitis C virus. Huh7.5.1 HCVcc-Cre infection, luciferase reporter, 44 h. Potency, µM (highest dose often 41.8 µM), without a hit: at the highest dose activity change, negative = inhibition, hits mostly inhibitors. 3.4% of 340,000 active. AID 651820; further: potency means the concentration at half of the fitted maximal effect
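Reporter virus HCVcc-Cre (~0.5 moi) infects cells exposed to compound; seeding density 1,000 cells/well with 4 h settling beforehand. Luminescence, 15 sec read, taken 44 h post-infection following a 15 min RT substrate incubation.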
AmpC detergent – blocks E. coli AmpC beta-lactamase in detergent assay; AmpC hydrolysis of nitrocefin, absorbance 480 nm, 0.01% Triton; Potency, µM (doses to about 114 µM), for the others: at the top dose activity change, negative = inhibition, most hits filed as inhibitors; AID 485294; 0.041% of 370,000 active; P00811;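 further: potency means the concentration at half of the fitted maximal effect; 0% = no-compound wells and -100% = no-enzyme wells; nearly all actives have a fitted effect of over 25% in size; some results filed as inactive show a strong effect at the top dose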
Target sequence (P00811 whole entry, looked up): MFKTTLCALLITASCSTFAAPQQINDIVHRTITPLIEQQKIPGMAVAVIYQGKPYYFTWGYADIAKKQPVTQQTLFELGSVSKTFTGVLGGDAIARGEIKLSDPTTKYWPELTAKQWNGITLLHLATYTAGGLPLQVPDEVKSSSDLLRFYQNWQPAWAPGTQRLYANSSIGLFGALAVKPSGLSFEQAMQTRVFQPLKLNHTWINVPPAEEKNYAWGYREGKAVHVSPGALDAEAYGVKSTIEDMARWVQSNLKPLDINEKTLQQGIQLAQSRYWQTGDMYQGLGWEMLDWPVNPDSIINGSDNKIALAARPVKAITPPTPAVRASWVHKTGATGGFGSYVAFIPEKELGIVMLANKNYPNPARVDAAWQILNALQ
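AmpC (5.3 nM in the dispensed reagent) in 20 mM phosphate pH 7.0 with 0.01% (detergent screen) or 0.0001% Triton X-100 was preincubated with compounds for 15 min at room temperature. Nitrocefin was then added from an 800 uM solution, and hydrolysis was followed at 480 nm.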
Giardia FBPA inh – Giardia lamblia aldolase inhibition. purified Giardia FBPA. Potency, µM (series often up to 59.6 µM), for the others: at the highest dose activity, negative = inhibition, hits mostly inhibitors. 0.71% of 290,000 active; further: potency means the concentration at half of the fitted maximal effect; nearly all actives have a fitted effect of over 55% in size
Target sequence (A8B2U2 whole entry, looked up): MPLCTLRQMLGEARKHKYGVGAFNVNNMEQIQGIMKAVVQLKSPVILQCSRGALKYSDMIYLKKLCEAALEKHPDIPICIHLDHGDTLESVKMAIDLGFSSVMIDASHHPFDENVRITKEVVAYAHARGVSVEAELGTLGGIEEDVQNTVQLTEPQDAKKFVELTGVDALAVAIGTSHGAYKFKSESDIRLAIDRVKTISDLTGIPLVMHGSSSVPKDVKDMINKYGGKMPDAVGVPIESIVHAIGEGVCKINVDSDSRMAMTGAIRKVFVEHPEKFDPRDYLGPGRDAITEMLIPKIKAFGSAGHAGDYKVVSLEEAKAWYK
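Giardia FBPA (40 nM reagent) was preincubated 10 min at RT with compound (up to 57.5 uM final), then substrate plus GAPDH/TPI/NAD/arsenate coupling system with diaphorase/resazurin was added; resorufin fluorescence (525/598 nm) was read after 20 min.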
An asterisk follows results filed as active; ? = inconclusive; · = not tested or not shown; [ ] = another dose, or the depositor's remark. Unless noted, the call rests on the fitted dose curve; in most records, active means well fitted curve in the direction sought with a large enough effect; inconclusive means small, poorly fitted or top-dose-only effect, or another doubt; inactive means no such curve, though single readings can be large; an effect the other way counts as inactive or inconclusive. Unless noted, on the % scale 0 is the no-effect control and ±100 the full control effect.

The line under a structure holds: HCMV antiviral	AMA1-RON2 inh	Sm TGR block	HCV inhibitor	AmpC detergent	Giardia FBPA inh
CCC(C(=O)OCC(=O)N(CCOC)c1c(N)n(Cc2ccccc2)c(=O)[nH]c1=O)c1ccccc1 (configuration not stated)
 : -10	-4%	-2%	23%	4%	·
CCN(CC(=O)Nc1ccc(NC(C)=O)cc1)C(=O)c1cc(S(=O)(=O)N2CCCCCC2)ccc1OC
 : -11	-28%	17%	20%	-1%	·
Cc1csc(NC(=O)/C=C/c2ccco2)n1
 : 47	-17%	50µM*	14%	-2%	-7%
O=S(=O)(Nc1ccc2c(c1)OCO2)c1ccc(Br)s1
 : -26	12%	?	-7%	?	-21%
O=C(O)c1cccc(Sc2ccc(Br)cc2C(=O)O)c1
 : 17	2%	-25%	28%	3%	·
O=C(Cn1cnc2c(cnn2-c2ccccc2Cl)c1=O)N1CCc2ccccc21
 : -28	-4%	6%	-20%	?	0%
Cc1ccc(S(=O)(=O)N2CCC(C(=O)Nc3cc(C(F)(F)F)ccc3N3CCOCC3)CC2)cc1C
 : -37	10%	1%	?	-9%	·
COc1ccc(-n2nc(C(=O)NCC(=O)NCc3ccccc3OC)c3ccccc3c2=O)c(OC)c1
 : -8	15%	9%	-18%	0%	1%
COc1ccc(/C=C(/C(=O)c2ccc(Cl)cc2Cl)n2cncn2)cc1
 : -16	-1%	1%	12%	?	-4%
COc1ccc(NC(=O)C2CCC(CNS(=O)(=O)c3csc(C(N)=O)c3)CC2)cc1 (configuration not stated)
 : -12	·	-8%	·	-10%	·
CCc1cc2cccc(C)c2nc1SCC(=O)c1ccc(NC(C)=O)cc1
 : -21	1%	-1%	?	1%	-1%
CC(=O)Nc1ccc(NC(=O)C(C)Oc2ccc(Cl)cc2Cl)cc1 (configuration not stated)
 : -25	-3%	0%	?	-2%	0%
COc1ccc(-c2nn(-c3ccccc3)cc2/C=N/NS(=O)(=O)c2ccccc2)cc1
 : 90	0%	-10%	?	0%	-5%
COC(=O)CSc1[nH]c2ccc(F)cc2c1[N+](=O)[O-]
 : 0	5%	?	3%	-6%	-1%
O=C(COc1ccc2ccccc2c1)NC1CC(=O)N(c2ccccc2)C1 (configuration not stated)
 : 0	·	4%	·	-4%	·
CCC(=O)c1ccc(OCC(=O)OCC(=O)N(C)CC(=O)Nc2ccc(F)cc2)cc1
 : 7	20%	-26%	5%	-14%	·
O=C(CN1CCOCC1)Nc1cc(Cl)ccc1Cl
 : -2	4%	1%	1%	?	0%
COc1ccc(C(=O)C2CCCN(Cc3ccc4nonc4c3)C2)c(C)c1 (configuration not stated)
 : 11	8%	6%	?	-3%	-2%
c1ccc2c(c1)NC1(CCCCC1)n1c-2nc2ccccc21
 : 75	40%[activator]	10%[11.4 µM]	-4%	?	0%
COc1cccc(C(=O)Nc2ccc(NC(=O)c3ccco3)nc2)c1
 : -16	-29%	0%	-23%	?	1%
CNC(=O)[C@H]1O[C@@H](n2cnc3c(NCc4cccc(I)c4)ncnc32)[C@H](O)[C@@H]1O
 : 43	-6%	-18%	2%	4%	·
O=C1ON=C(c2ccccc2)/C1=C\c1ccco1
 : -3	3%	25µM*	17%	3%	?
CCn1c(C2CC(=O)N(Cc3ccccc3)C2)nc2ccccc21 (configuration not stated)
 : -27	-7%	-17%	?	?	1%
S=C(Nc1cccc2ccccc12)Nc1cccc2ccccc12
 : 91	40%[activator]	·	-23%	·	·
Cc1cc(C)c2c(-n3cccc3)c(NC(=O)OC(C)C)sc2n1
 : -13	-5%	11%	-26%	1%	-21%
CC(C)c1ccc(CNc2ccc([N+](=O)[O-])cn2)cc1
 : 59	-6%	5%	?	9%	-6%
COc1cccc2c1OCC/C2=N\NC(=O)COc1ccc(C)cc1
 : 24	1%	23%	13%	-1%	0%
COc1ccc(/C=N/NC(=O)c2cccc(NC(C)=O)c2)c(OC)c1
 : -16	-3%	-1%	4%	-4%	7%
O=C(NCc1ccccc1)c1ccc(NC(=O)C2CCCO2)cc1 (configuration not stated)
 : 22	-4%	?	-7%	6%	·
Cc1nnc(SC(C(=O)Nc2ccc(Cl)c([N+](=O)[O-])c2)c2ccccc2)[nH]c1=O (configuration not stated)
 : 10	-9%	5%	7%	?	17%
N#C/C(=C(/O)c1ccccc1F)c1nc2cc(C(F)(F)F)ccc2s1
 : 116	-3%	-4%	-29%	7%	5%
O=C(CN1C(=O)NC2(CCCc3ccccc32)C1=O)c1ccc(F)cc1 (configuration not stated)
 : -35	0%	-14%	-4%	-17%	·
CCc1ccc(-n2c(C)nc3cc(C(=O)NCc4cccnc4)ccc32)cc1
 : ?	-8%	7%	?	-11%	1%
COc1ccc(NC(=O)CSc2ncc3c(n2)-c2ccccc2N(C)S3(=O)=O)cc1Cl
 : 7	·	10%	·	1%	·
Cc1[nH]c(=O)[nH]c(=O)c1/C=N/NC(=O)[C@H](CC(C)C)NC(=O)OC(C)(C)C
 : -25	81%[activator]	-13%	1%	0%	12%
CCN(CC)c1ccc(NC(=S)NC(=O)c2ccco2)cc1
 : 16	?	11µM*	-26%	?	-15%
CCOC(=O)c1sc(NC(=O)CSc2ncn[nH]2)c(C#N)c1C
 : -18	16%	-5%	?	?	14%
CCOC(=O)C1(Nc2nccs2)Sc2ccccc2NC1=O (configuration not stated)
 : 0	-8%	-3%[11.4 µM]	?	-10%	-1%
COc1ccc(C(=O)COC(=O)c2ccco2)cc1
 : 4	0%	-14%	8%	-10%	0%
O=C1CC(c2ccccc2)=Nc2ccccc2N1
 : -11	10%	-8%	3%	-1%	2%
CCOC(=O)c1cccnc1NC(=O)c1ccccc1
 : -19	0%	5%	25%	-2%	2%
CCC(C)Nc1nc(C)nc2c1oc1ccccc12 (configuration not stated)
 : -34	-4%	2%	?	-10%	-4%
COCCN1C(=O)N(c2ccc(Cl)cc2)C(=O)C1CC(=O)Nc1cc(OC)cc(OC)c1 (configuration not stated)
 : 26	16%	-1%	-14%	-1%	0%
CN(C(=O)COC(=O)CSc1ccc([N+](=O)[O-])cc1)C1CCS(=O)(=O)C1 (configuration not stated)
 : 10	-7%	-8%	14%	?	·
CC(C)N1CCC(N2CCN(Cc3ccc(C#CC(C)(C)O)s3)CC2CCO)CC1 (configuration not stated)
 : -30	-17%	-1%	-2%	9%	-1%
CN(C)S(=O)(=O)N1CCN(S(=O)(=O)c2ccccc2)CC1
 : 26	-29%	-2%	9%	-2%	-1%
COC(=O)C1CCN(C(=O)CN2C(=O)c3ccccc3S2(=O)=O)CC1
 : -23	-8%	1%	0%	8%	·
Cc1noc(C)c1C(=O)Nc1nc(C23CC4CC(CC(C4)C2)C3)cs1
 : -16	-11%	2%	?	1%	-7%
CCN(Cc1ccccc1)c1ccc(/C=N/N=C(N)N)cc1
 : -62*	?	-10%	?	-1%	0%
COc1ccc(OC)c(C(=O)NC(CC(N)=O)c2ccc(N3CCC(N4CCCC4)CC3)c([N+](=O)[O-])c2)c1 (configuration not stated)
 : 15	7%	-2%	?	-1%	-7%
CCN1CCN(c2cc(C)c3cc(NC(=S)NCCN(C)C)ccc3n2)CC1
 : 32	8%	-10%	?	-1%	11%
C=CCN(c1ccc(C(=O)Nc2ccc3c(c2)n(C)c(=O)n3C)cc1)S(C)(=O)=O
 : 17	-11%	-7%	-20%	-16%	0%
Cc1ccccc1C(=O)Nc1ccc(N2CCCCCC2)cc1
 : 0	?	6%	?	2%	-9%
O=C(Nc1cccc(-n2cnnn2)c1)c1cccc(Cl)c1
 : 0	5%	-8%	5%	0%	5%
CCOC(=O)C1=C(c2ccccc2)NC(=O)NC1c1ccc(O)c(OCC)c1 (configuration not stated)
 : -30	0%	-1%	-5%	2%	0%
CC1C(=O)N2CCCc3cc(S(=O)(=O)NCc4ccc(F)cc4)cc1c32 (configuration not stated)
 : -29	6%	-6%	-11%[8.37 µM]	-9%	·
Fc1ccc(/C=N/c2c(-c3ccc(F)cc3)nc3n2CCS3)cc1
 : -25	-5%	-11%	1%	-2%	-5%
C=CCn1c(O)c(C(C)=NCCC(c2ccccc2)c2ccccc2)c(=O)[nH]c1=O
 : 65	19%	-12%	18%	-2%	4%
CCCCC(CC)CNC(=O)C1C2C=CC(C2)C1C(=O)O (configuration not stated)
 : 57	-1%	2%	32%[activator]	?	1%
CN(C(=O)CSc1nnc2ccccn12)c1c(N)n(Cc2ccccc2)c(=O)[nH]c1=O
 : -24	-2%	0%	-8%	?	5%

Later entries:
compound | HCMV antiviral | AMA1-RON2 inh | Sm TGR block | HCV inhibitor | AmpC detergent | Giardia FBPA inh
CC1CCOC2(O1)C(=O)N(CN1CCN(c3ccccc3F)CC1)c1ccccc12 (configuration not stated) | 13 | -14% | -10% | -5% | 2% | 3%
O=C(OCN1C(=O)c2ccccc2C1=O)c1ccccc1 | 93 | 15% | -5% | 5% | ? | 8%
Cc1cc(N2CCN(Cc3nc(-c4ccc(Cl)cc4)oc3C)CC2)cc(C)n1 | ? | -10% | -19% | 2.2µM* | 6% | 3%
O=C([C@@H]1CC=C[C@@H]2CCN(C3CC3)C(=O)[C@@H]21)N1CCN(c2ccccc2)CC1 | -2 | 13% | · | 23%[8.37 µM] | · | ·
CN(C)Cc1c(C(=O)N/N=C/c2cccc(OCc3ccc(F)cc3)c2)nnn1-c1nonc1N | -3 | 9% | -3% | -9% | -4% | -11%
COc1ccc(NC(=O)c2ccc3c(c2)OCO3)cc1[N+](=O)[O-] | -15 | -9% | · | -17% | -8% | -8%
CCOc1ccc(CN(C)C(=O)CNC(=O)Cc2cccc3ccccc23)cc1 | -23 | -9% | -2% | ? | ? | 5%
CCOCCN1CCN(c2c(CC)c(C)nc3cc(-c4cc(OC)cc(OC)c4)nn23)CC1 | -8 | 0% | 7% | ? | 1% | -3%
Cc1ccc(NS(=O)(=O)c2c(C)[nH]c(C)c2C(=O)N2CCCCC2)c(Cl)c1 | ? | 2% | -17% | 15% | -2% | ·
COc1ccc2nc3ccccc3nc2c1NC(=O)c1ccccc1Cl | ? | 1% | 15% | -24% | -6% | -23%

Filtered by structure: the compounds so far containing a thiophene ring, fused or not.
compound | HCMV antiviral | AMA1-RON2 inh | Sm TGR block | HCV inhibitor | AmpC detergent | Giardia FBPA inh
O=S(=O)(Nc1ccc2c(c1)OCO2)c1ccc(Br)s1 | -26 | 12% | ? | -7% | ? | -21%
COc1ccc(NC(=O)C2CCC(CNS(=O)(=O)c3csc(C(N)=O)c3)CC2)cc1 (configuration not stated) | -12 | · | -8% | · | -10% | ·
Cc1cc(C)c2c(-n3cccc3)c(NC(=O)OC(C)C)sc2n1 | -13 | -5% | 11% | -26% | 1% | -21%
CCOC(=O)c1sc(NC(=O)CSc2ncn[nH]2)c(C#N)c1C | -18 | 16% | -5% | ? | ? | 14%
CC(C)N1CCC(N2CCN(Cc3ccc(C#CC(C)(C)O)s3)CC2CCO)CC1 (configuration not stated) | -30 | -17% | -1% | -2% | 9% | -1%

This is a random part of the collection, and some 9.3% of all compounds hit somewhere here.
